# High-throughput results as filed in PubChem BioAssay.
# All columns: NCI-60 one-dose screen, growth in % after 48 h at 10 µM unless noted; 100 = growth as untreated, 0 = no growth, -100 = all killed.
# NCI-H322M: NCI-H322M lung cancer; 80,000 tested, 2.7% active; AID 1794733
# HT29: HT29 colon cancer; 81,000 tested, 7.4% active
# NCI-H226: NCI-H226 lung cancer | 79,000 tested, 3.5% active
# NCI/ADR-RES: NCI/ADR-RES ovarian cells; 81,000 tested, 4.4% active
# HCT-15: HCT-15 colon cancer. 82,000 tested, 5.2% active. AID 1794746
# COLO 205: COLO 205 colon cancer | 79,000 tested, 7.3% active
# HCT-116: HCT-116 colon cancer | AID 1794798 | 82,000 tested, 7.3% active
# NCI-H460: NCI-H460 lung cancer; 82,000 tested, 6.8% active; AID 1794736
# NCI-H522: NCI-H522 lung cancer. 78,000 tested, 8% active. AID 1794739
# The depositor's hits bear a star; / = not tested or not shown. Rule for the calls: active = growth percent below 10; inactive = the rest.
SMILES,NCI-H322M,HT29,NCI-H226,NCI/ADR-RES,HCT-15,COLO 205,HCT-116,NCI-H460,NCI-H522
C=CCOC(=O)C1=C(C)NC2=C(C(=O)CCC2)C1c1ccc(F)cc1 (stereo not drawn),96,101,90,101,105,103,92,106,82
CCCCCCCCC[N+]12CC[N+](CCCCCCCCC)(CC1)CC2,94,109,92,114,104,95,107,104,100
COc1ccc(/C=N\NC(=O)c2ccc(-c3nc4ccc(C)cc4[nH]3)cc2)cc1,99,125,89,100,109,104,98,112,96
CCCCCC[C@H]([C@H](C)O)n1cnc2c(N)ncnc21,85,91,99,106,93,124,117,112,64
O=C(O)c1ccc(-c2nn(-c3ccc(C(=O)O)cc3)cc2/C=N/Nc2ccccc2F)cc1,80,102,94,87,90,101,85,99,59
CN(C)S(=O)(=O)c1ccc(-c2nc(C(Cl)Cl)nc3cc(-c4ccc(F)cc4)nn23)cc1,31,-5.6*,45,3.7*,-36*,2.3*,-0.7*,1.9*,-17*
Cn1c(=O)c2c(nc(Cl)n2CCl)n(C)c1=O,103,81,120,101,14,61,96,111,85
OCC1OC(OCC2OC(OC3(CO)OC(CO)C(O)C3O)C(O)C(O)C2O)C(O)C(O)C1O (stereo not drawn),97,110,101,105,104,104,96,111,92
O=C(NC(=S)Nc1cc(Cl)ccc1O)c1cccc(Br)c1,81,109,68,59,53,91,49,37,70
CC(=O)Nc1ccc(/C=C/c2cc[n+](C)cc2)cc1,103,100,104,114,103,100,105,113,91
CCOc1cc(/C=N/NC(=O)N(c2ccccc2)c2ccccc2)ccc1O,101,103,102,101,105,104,104,113,/
CC(=O)NCCCC[C@@H](NC(=O)OC(C)(C)C)C(=O)Nc1ccc(Cn2cc(F)c(=O)[nH]c2=O)cc1,107,113,100,101,101,113,102,108,103
CCOC(=O)c1c(C)nc2c(c1N)CC(=O)N2Cc1cccc(OC)c1,98,82,89,84,94,109,94,99,77
COC1OC(CO)C2OC(C)(C)OC12 (stereo not drawn),98,99,110,112,95,108,103,96,99
CC1CCCCC1C(O)(C(=O)O)C1CCCCC1C (stereo not drawn),99,105,104,102,96,113,101,109,/
CCOC(=O)C1=C(N)N(c2ccccc2)C2=C(C(=O)CC(C)(C)C2)C1c1ccccc1OC (stereo not drawn),94,103,101,97,96,128,101,115,95
Cc1ccc(-c2nc3ccc(Cl)cn3c2NC2CCCCC2)o1,93,48,84,86,67,80,56,98,57
O=C(O)c1c(Sc2ccc(F)cc2)c(=O)[nH]c2ccc(Cl)cc12,92,108,/,95,97,103,99,98,102
CC(=O)CC(=O)Nc1c(C#N)nnn1-c1ccc(S(N)(=O)=O)cc1,95,97,83,100,99,83,95,99,85
CCCC(=O)OCC(C)(C)COC(=O)CCC,100,104,96,111,100,112,102,106,107
O=C(CC1(O)C(=O)Nc2ccccc21)c1ccc(NS(=O)(=O)c2ccccc2)cc1 (stereo not drawn),94,106,97,102,99,116,108,104,97
CC12CCCC(=O)N1c1ccccc1-c1nnnn12 (stereo not drawn),93,102,92,101,106,96,104,100,92
O=C(O)CCNC(=O)c1ccccc1,106,100,99,108,112,106,107,106,98
CCN(CC)CCCC(C)Nc1c(C)cnc2c(OC)cccc12 (stereo not drawn),96,106,94,98,96,100,88,107,91
CCn1c(NNC(=S)Nc2ccc(F)cc2)nc2c1c(=O)n(C)c(=O)n2C,107,102,109,105,110,115,100,109,89
# The results go on:
SMILES,NCI-H322M,HT29,NCI-H226,NCI/ADR-RES,HCT-15,COLO 205,HCT-116,NCI-H460,NCI-H522
CNC(=O)c1cc(-n2ccc3cc(NC(=O)c4ccc(Cl)c(Cl)c4)ccc32)ccn1,85,95,57,51,94,105,83,79,54
COC(=O)Cn1c(=O)c2cc(Cl)ccc2c2cnc3[nH]ccc3c21,85,89,61,88,84,97,86,91,80
N#CCCc1ccc(O)cc1,102,108,102,116,95,114,116,103,/
O=C(OCCO)c1ccc(O)c(O)c1,76,100,101,104,85,110,103,109,99
O=c1n(C2OC(CO)C(O)C2O)ccc2nccn12 (stereo not drawn),114,108,110,113,105,126,112,100,116
CCn1cc(C(=O)O)c(=O)c2cc(F)c(N3CCN(C(=O)c4ccccc4)C(C)C3)c(F)c21 (stereo not drawn),86,103,98,80,103,107,102,95,91
O=C1CSC(c2ccc3c(c2)OCO3)Nc2n[nH]c(-c3ccccc3)c21 (stereo not drawn),114,110,123,88,104,121,100,114,93
Cc1ccc(N(C(=O)CCc2c[nH]c3ccccc23)[C@H](C(=O)Nc2ccc(Cl)cc2)c2cccc([N+](=O)[O-])c2)cc1,79,86,75,70,71,95,80,98,64
COc1cc(NC(C)CCCN)c2nc(C)ccc2c1Oc1ccc(F)cc1 (stereo not drawn),37,/,85,78,71,-45*,34,74,/
CCC(C)C(N)C(=O)NNc1n[nH]c(=S)n1N (stereo not drawn),105,107,101,102,103,116,108,103,89
C=CCO[C@H]1CO[C@H]2[C@@H]1OC[C@@H]2Oc1ccc(Nc2ccnc(Nc3ccc(O[C@H]4CO[C@H]5[C@@H]4OC[C@@H]5OCC=C)c(Cl)c3)n2)cc1Cl,-57*,-5.2*,87,-64*,-78*,29,-30*,-74*,-30*
O=S(=O)(O)C(O)c1cccnc1 (stereo not drawn),97,102,100,99,108,112,94,103,109
O=C(O)c1cn(C2CC2)c2cc(N3CCN(C(=O)c4cc(-c5ccc(Cl)cc5)nc5ccccc45)CC3)c(F)cc2c1=O,/,96,92,99,91,110,84,96,86
Cc1cc2ccccc2c(C(=O)c2ccccc2)c1C,/,87,91,100,100,103,83,101,78
CN(C)CC(=O)Nc1ccc(-n2cc(-c3ccncc3)c(-c3ccc(Cl)c(O)c3)n2)cc1,125,102,105,110,96,108,96,104,99
O=C(CCCCn1ccc(=O)[nH]c1=O)Nc1ccc(O)c(C(=O)O)c1,105,109,94,109,98,121,96,104,91
CN/C(=C\[N+](=O)[O-])NCCSCc1csc(CN(C)C)n1,129,115,98,96,95,/,104,107,70
Cn1c(O)c(C(/C=C/c2ccccc2)=NCCN=C(/C=C/c2ccccc2)c2c(O)n(C)c(=O)n(C)c2=O)c(=O)n(C)c1=O,82,68,96,85,64,91,55,62,87
COc1cc(/C=C2\C(=O)N(c3c(Cl)cccc3Cl)c3ccccc32)cc(OC)c1OCCCCn1c2ccccc2c(=O)c2ccccc21,100,105,86,93,103,92,89,106,95
O=C(O)c1ccc(-n2cc(/C=N/Nc3ccc(Br)cc3)c(-c3ccc(F)c(F)c3)n2)cc1,72,84,98,81,55,92,59,79,46
CC(C)S(=O)(=O)NC1=CN2CC=CC2CC1=O (stereo not drawn),109,93,104,100,102,99,92,110,81
COc1ccccc1-n1cc(C#N)c(N)c1C(C)=O,101,108,94,103,104,110,103,105,99
CCOC(=O)c1cnnn1-c1cc(=O)[nH]c2ccccc12,95,99,79,101,102,105,93,102,82
O=C(O)COc1cc(F)c(Cl)cc1Cl,104,113,102,95,115,101,94,109,95
O=c1[nH]c2c3ccncc3cc(-c3cccc(Cl)c3)c2c2cnccc12,56,28,30,50,43,25,-31*,5.3*,54
# The listing continues.
SMILES,NCI-H322M,HT29,NCI-H226,NCI/ADR-RES,HCT-15,COLO 205,HCT-116,NCI-H460,NCI-H522
CCC[C@@H]1O[C@](O)(CCN)[C@H](O)N(CCCN)C1=O,94,96,95,106,97,/,96,102,78
O=C1/C(=C/c2ccc(F)cc2)CN(Cc2cn(CCNc3ccnc4cc(Cl)ccc34)nn2)C/C1=C\c1ccc(F)cc1,-0.3*,-79*,-62*,4.2*,-60*,-53*,-85*,-43*,-75*
O=c1[nH]c2ccc(Cl)cc2cc1CSc1nccc(-c2ccc(-c3ccccc3)cc2)n1,91,81,72,86,84,104,62,75,90
Cn1c(NN)nc(-c2ccco2)c(C#N)c1=O,90,117,103,44,97,95,104,98,105
COc1ccc(-c2nnc(SC/C(=N\O)c3ccc(Cl)cc3)o2)cc1,109,81,93,82,80,92,69,95,70
COc1cc(/C=C2\CCC/C(=C\c3ccc(OCC4CO4)c(OC)c3)C2=O)ccc1OCC1CO1 (stereo not drawn),85,-15*,86,57,14,34,-55*,9.0*,24
CCCCCCC(C)OC(=O)Nc1cccc2ccccc12 (stereo not drawn),97,100,104,95,102,/,87,106,84
COc1ccc(NC(=O)COc2ccc(/C=C3/Oc4cc(OC)ccc4C3=O)cc2OC)cc1,99,105,91,101,95,109,94,104,79
CCCCC(=O)N(CC)CC,111,111,107,102,101,126,105,104,120
COc1ccccc1C(=O)NNC(=O)CSc1nc2c(c(=O)[nH]1)CCCC2,103,113,84,104,110,113,102,111,104
COc1ccc(NC(=S)Nc2ccc(OC)cc2)cc1,113,102,110,111,108,120,100,106,107
NC(=O)c1cnccc1/C=C/c1ccccc1,108,104,104,112,105,109,105,112,/
CC1OC2CC(=O)OC2C2=C1C(=O)c1c(O)cccc1C2=O (stereo not drawn),-29*,-52*,-80*,-6.8*,-77*,-87*,-98*,-0.6*,-89*
Clc1ccc(-c2nn(-c3ccccc3)c3nccc(-c4cccs4)c23)cc1,103,103,96,109,110,116,96,105,101
O=C1NC(=O)[C@H](CC(=O)n2cnc3ccccc32)N1,106,108,93,98,100,110,97,103,95
O=C(Nc1ccc([N+](=O)[O-])cc1Cl)c1cc(Cl)ccc1O,-21*,3.1*,-4.6*,-16*,0.9*,-44*,-78*,-3.2*,-12*
COc1ccc(-c2nn(-c3ccccc3)cc2/C=C/C(=O)O)cc1,93,105,82,94,95,102,95,96,82
CC1=C(C)C(=O)C(N2CCCCCC2)=CC1=O,108,121,85,100,104,124,102,110,92
CSC1=C(C#N)C(N)=NNC(=Nc2ccccc2)S1,87,95,98,100,97,101,92,110,87
O=c1oc(-c2ccc(Cl)cc2)nc2c(-c3ccc(Cl)cc3)nc3ccc(Cl)cc3c12,80,116,103,96,101,95,98,107,93
COc1ccc(C2=NN(C(C)=O)C(c3cn(-c4ccccc4)nc3-c3ccc(Cl)cc3)C2)cc1 (stereo not drawn),48,-6.2*,34,15,17,4.9*,-12*,5.6*,48
O=C(NNc1nc2cc(F)cc(F)c2n2cccc12)c1cccnn1,28,30,-3.9*,0.9*,28,16,22,6.9*,0.1*
CCOc1cc(C#N)ccc1OC(C)=O,92,99,87,102,120,109,98,101,91
Cc1ccc(-c2nn(-c3ccccc3)cc2/C=C/C(=O)n2cnc3ccccc32)cc1,105,125,92,93,111,114,95,108,85
CC/C(=C(/c1ccc(Cl)cc1)c1ccc(OCCN(C)C)cc1)c1ccc(OC)cc1,93,85,97,97,75,88,98,95,93
# (next part)
SMILES,NCI-H322M,HT29,NCI-H226,NCI/ADR-RES,HCT-15,COLO 205,HCT-116,NCI-H460,NCI-H522
CNC1=C([N+](=O)[O-])C(c2ccccc2O)C(C#N)=C(c2cccs2)O1 (stereo not drawn),99,105,98,102,89,101,99,105,7.1*
CCN1C(=O)N(CC)C2Nn3c(s/c(=C\c4ccccc4)c3=O)=NC21 (stereo not drawn),78,65,/,50,50,61,50,75,66
Cc1oc(-c2ccccc2Cl)cc1C(=O)Nc1ccccc1,100,95,94,99,91,126,92,100,84
Cc1cc(O)c(C2=NN(c3ccc(S(N)(=O)=O)cc3)C(/C=C/c3ccccc3)C2)cc1Cl (stereo not drawn),58,34,34,30,86,65,11,35,32
c1ccc(-c2nnc(Cn3cnnc3)o2)cc1,101,100,92,87,104,/,87,106,104
O=C(c1ccccc1)C(Br)C(Br)c1cccc([N+](=O)[O-])c1 (stereo not drawn),101,-42*,/,51,-27*,-95*,-91*,90,-69*
CC(=O)OC[C@H](O)[C@@]1(O)CC[C@H]2[C@@H]3CCC4=CC(=O)CC[C@]4(C)[C@H]3[C@@H](O)C[C@@]21C,112,101,/,102,105,/,98,97,100
CC(C)C(NC(=O)[C@H](C(C)C)N1C(=O)c2ccccc2C1=O)C(=O)O (stereo partly drawn),97,83,102,102,104,108,105,109,62
COc1ccc(NC(=O)Nc2cccc(-c3cc(=O)c4c(OC)c(OC)c(OC)cc4o3)c2)cc1,63,47,66,59,34,89,47,34,29

# Of the compounds above, these have a COOH group:
SMILES,NCI-H322M,HT29,NCI-H226,NCI/ADR-RES,HCT-15,COLO 205,HCT-116,NCI-H460,NCI-H522
O=C(O)c1ccc(-c2nn(-c3ccc(C(=O)O)cc3)cc2/C=N/Nc2ccccc2F)cc1,80,102,94,87,90,101,85,99,59
CC1CCCCC1C(O)(C(=O)O)C1CCCCC1C (stereo not drawn),99,105,104,102,96,113,101,109,/
O=C(O)c1c(Sc2ccc(F)cc2)c(=O)[nH]c2ccc(Cl)cc12,92,108,/,95,97,103,99,98,102
O=C(O)CCNC(=O)c1ccccc1,106,100,99,108,112,106,107,106,98
CCn1cc(C(=O)O)c(=O)c2cc(F)c(N3CCN(C(=O)c4ccccc4)C(C)C3)c(F)c21 (stereo not drawn),86,103,98,80,103,107,102,95,91
O=C(O)c1cn(C2CC2)c2cc(N3CCN(C(=O)c4cc(-c5ccc(Cl)cc5)nc5ccccc45)CC3)c(F)cc2c1=O,/,96,92,99,91,110,84,96,86
O=C(CCCCn1ccc(=O)[nH]c1=O)Nc1ccc(O)c(C(=O)O)c1,105,109,94,109,98,121,96,104,91
O=C(O)c1ccc(-n2cc(/C=N/Nc3ccc(Br)cc3)c(-c3ccc(F)c(F)c3)n2)cc1,72,84,98,81,55,92,59,79,46
O=C(O)COc1cc(F)c(Cl)cc1Cl,104,113,102,95,115,101,94,109,95
COc1ccc(-c2nn(-c3ccccc3)cc2/C=C/C(=O)O)cc1,93,105,82,94,95,102,95,96,82
CC(C)C(NC(=O)[C@H](C(C)C)N1C(=O)c2ccccc2C1=O)C(=O)O (stereo partly drawn),97,83,102,102,104,108,105,109,62

# Random draw from the library; any-hit rate near 12%.
